Htt clearance = clearance of mutant huntingtin inclusions, primary screen, imaging, HeLa Exon1htt(103Q)mCFP, confocal imaging; aggregate imaging; zero = plate's median compound well; inhibition, % at 1.5 µM; 0.42% of 47,000 active; AID 853, 2007;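 active = inhibition of aggregate fluorescence above about 70%, also judged a hit by eye on the cell image, limit read from the data, passing the limit was not always enough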;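 note: cells exposed to compound for three days before fixation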
Htt clearance grain fraction = recorded beside Htt clearance, whose call it bears; fraction fluorescence in grains; measured here: aggregate grain fluorescence fraction; hits give low values;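 scaled fraction of total cell fluorescence in grains with unit not stated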
* = called active by the depositor. Not all compounds are listed, so the mix of outcomes need not match the whole.

SMILES	Htt clearance	Htt clearance grain fraction
CCOC(=O)CC(=O)CSc1nc(C)nc2c1oc1ccccc12	25.0	16.4
Cc1cc(-c2nnc(SCC(=O)NC3CCCC3)o2)no1	7.2	32
CNC(=O)C1CCC(=O)N1Cc1ccc(C)cc1 (stereo unspecified)	0.9	21.3
CCOc1ccccc1NC(=O)N1C2CCCC1CC(NC(=O)C1CC1)C2 (stereo unspecified)	16.4	14.9
Cc1cc(N2C(=O)C(O)=C(C(=O)c3ccco3)C2c2cccnc2)no1 (stereo unspecified)	25.2	21.4
CCCCCn1c(=O)[nH]c2cc(C(=O)NCCCN3CCCCC3)ccc2c1=O	-51.6	29.7
CC1CN(c2cc3nccnc3cc2F)CC(C)O1 (stereo unspecified)	7.2	19.8
Cc1ccc(C2CC(=O)c3cnc(N4CCc5ccccc5C4)nc3C2)cc1 (stereo unspecified)	2.2	36.8
O=c1[nH]c(N2CCc3ccccc3C2)nc2c1CCCC2	4.4	35.7
COC(=O)c1[nH]c2ccccc2c1NC(=O)CN1CCN(C/C=C/c2ccccc2)CC1	-14.7	25.1
c1ccc(-c2nc(NCc3ccco3)c3oc4ccccc4c3n2)cc1	-17.8	47.3
COc1ccc(OC)c(S(=O)(=O)N2CCC(C(=O)NCc3ccccc3OC)CC2)c1	-24.8	24.3
CC(C)n1c(CN2CCN(C)CC2)nc2c1c(=O)n(C)c(=O)n2C	43.3	11.7
N#CCCn1cc(/C=N/O)c(-c2ccccc2)n1	-2.3	20.6
CCN(CC(=O)Nc1ccc(S(N)(=O)=O)cc1)S(=O)(=O)c1cc(C)ccc1OC	-51.0	29.4
CCOCC(=O)Nc1nnc(C2CCCCC2)s1	-90.8	35.7
COc1ccc2c(c1OC)C(=O)N1C2SC[C@H]1C(=O)NC1CC(C)(C)NC(C)(C)C1 (stereo partly specified)	-9.1	37.2
CCS(=O)(=O)NCCc1csc(-c2ccccc2)n1	36.2	23.1
Cc1ccc(-c2csc(NC(=O)COC(=O)c3cccc(S(=O)(=O)N4CCOCC4)c3)n2)cc1	44.7	20.8
Cc1ccc(C(=O)N/N=C/c2ccc([N+](=O)[O-])s2)cc1	-74.4	75.7
O=C(NCc1ccco1)c1ccc(CN2CCOCC2)cc1	-34.5	42.6
Cc1cc(C)nc(SCc2ccccc2C#N)n1	-3.8	35.4
CCCNc1cc(=O)n(C)c(=O)n1C	-17.0	23.7
CC1Cc2cc(/C(O)=C3/C(=O)C(=O)N(Cc4ccco4)C3c3cccs3)ccc2O1 (stereo unspecified)	-37.3	22.9
CN=c1scc(C)n1/N=C/c1ccc2c(c1)OCO2	49.7	10.5
O=C(Cn1cc(C(=O)c2ccco2)c2ccccc21)NC1CCCC1	42.8	24.1
COC(=O)C1=C(C)NC(=O)C1(NS(=O)(=O)c1ccc(C)cc1)C(F)(F)F (stereo unspecified)	23.3	24.7
Cc1csc(NC(=O)C2CCCN(S(=O)(=O)c3cccnc3)C2)n1 (stereo unspecified)	-418.2	212
Cc1ccc(NC(=O)C2CC(=O)NC(N3CCCCC3)=N2)cc1Cl (stereo unspecified)	-24.7	20.1
O=C(OCC(=O)N1CCC(Cc2ccccc2)CC1)c1ccc[nH]c1=O	-23.6	26.5
CCC(C)NC(=O)c1cnn2c(C)c3c(nc12)CCCC3 (stereo unspecified)	-76.3	38.6
CCCc1cc(C(=O)NCc2cccnc2)no1	-40.4	47.1
c1ccc(-c2nnc(-c3ccncc3)o2)cc1	0.9	23.1
CCCCc1nc2ccccc2c(C(=O)O)c1C	23.7	29.3
COc1ccc(N2CCN(CCNC(=O)C3CCN(S(=O)(=O)c4cccs4)CC3)CC2)cc1	7.0	33.8
Cc1cc(SCC(=O)OCC(=O)N2CCN(C(=O)c3ccco3)CC2)c(C)cc1Br	1.0	17.3
Cc1c(NC(=O)C(C)Sc2nnc(-c3ccccc3)o2)c(=O)n(-c2ccccc2)n1C (stereo unspecified)	25.8	16.4
CCOc1cccc(-c2nc3cc(C)ccc3o2)c1	3.6	32.8
COc1ccc(-c2nc(C#N)c(NCc3cccnc3)o2)cc1OC	-18.7	47.7
Cc1noc(C)c1C(=O)N1CCCc2ccccc21	-59.6	63.1
Cc1c(C(=O)N2CCCCC2)nnn1-c1nonc1N	-47.4	41.1
CC(=O)Nc1nc2ccccc2n1Cc1ccccc1C	-2.7	19.7
O=C(CCC1CCCC1)N1CCN(C(=O)c2ccco2)CC1	71.5*	11.3*
CC(=O)N=c1sc2c3ccccc3ccc2n1C	44.8	20.3
CN1CCN(CC(=O)N2CCn3c4c(c5cc(C6CCCCC6)ccc53)CCCC42)CC1 (stereo unspecified)	-52.9	31.6
COc1ccccc1NC(=O)C1=C(C)Nc2ncnn2C1c1ccc(C)o1 (stereo unspecified)	-23.6	20.7
O=C1c2oc3ccccc3c(=O)c2C(c2cccc(Br)c2)N1Cc1ccco1 (stereo unspecified)	-5.4	20.6
COc1ccc(-n2c(COc3ccc4ccccc4c3)nnc2SCC(=O)NCc2ccco2)cc1	-11.1	35.2
CN(C(=O)c1ccncc1)C1CCS(=O)(=O)C1 (stereo unspecified)	-53.3	58.9
O=C(OCCN1CCOCC1)c1cccnc1	10.2	33.3
O=C(Nc1nncs1)C1COc2ccccc2O1 (stereo unspecified)	0.1	19.7
O=C(O)C1CC(=O)N(Cc2ccccc2)C1 (stereo unspecified)	-55.5	31.9
Cn1c(NCc2ccccc2)nc2c1c(=O)n(Cc1ccc(Br)cc1)c(=O)n2C	-5.0	45
CN1C(=O)NC(c2cccc(O)c2)C(C(=O)c2cccs2)C1(O)C(F)(F)F (stereo unspecified)	-50.2	56.2
Cc1ccc(C(O)CN2C3=NCCN3c3ccccc32)cc1 (stereo unspecified)	-25.9	45.7
CCOC(=O)C1=C(C)NC2=C(C(=O)CCC2)C1c1coc2ccccc2c1=O (stereo unspecified)	19.3	15
Cc1ccnc2c(N3C(=O)C4C5C=CC(C5)C4C3=O)cccc12 (stereo unspecified)	-20.2	47.6
CCC(=O)Nc1ccc(S(=O)(=O)c2ccc(NC(=O)CC)cc2)cc1	48.5	9.53
Cc1cc(OCC(=O)NC(C)C)cc(C)c1Cl	34.4	12
CS(=O)(=O)N(CC(=O)Nc1cccnc1)c1ccc2c(c1)OCCO2	-21.5	23.4

More compounds follow.
SMILES	Htt clearance	Htt clearance grain fraction
CCOC(=O)c1ccc(N2CSC3=C(C#N)C(c4ccc(OC)cc4OC)CC(=O)N3C2)cc1 (stereo unspecified)	6.7	46.4
Cc1[nH]c(-c2ccco2)nc1C(=O)O	-40.7	52.1
COc1ccccc1NC(=O)c1ccccc1-c1nc(-c2ccccc2OC)no1	8.1	16.4
CC1(C)CC(=O)C(CC(=O)NC(=O)NCc2ccccc2)=C(O)C1	18.8	37.6
COc1ccc(CCNC(=O)C2CCN(C(=O)N(C)C)CC2)cc1OC	11.9	14.7
COc1ccccc1-c1nnc(SCc2nc3ccccc3[nH]2)n1C	6.8	18.1
Cc1cccc(-n2c(C)nc3c(cnn3-c3ccc(F)cc3)c2=O)c1	-30.6	48.4
CCS(=O)(=O)Nc1ccc(C(=O)CC2(O)C(=O)Nc3ccccc32)cc1 (stereo unspecified)	2.9	19
COc1ccc(-c2cn3nc4c(nc3n2)CCCC4)cc1	4.7	21.5
O=C(CCn1cnc2ccccc2c1=O)Nc1ccc2c(c1)OCCO2	-61.5	26.1
Cc1ccc(S(=O)(=O)Nc2cc(NC(=O)CN3CCOCC3)ccc2Cl)cc1	-56.4	31.6
O=C(Nc1cccc2c1CCCC2)c1ccncc1	7.8	19

Exported with values ahead of the structure: part of the list above.
Htt clearance,Htt clearance grain fraction,mol
11.9,14.7,COc1ccc(CCNC(=O)C2CCN(C(=O)N(C)C)CC2)cc1OC
6.8,18.1,COc1ccccc1-c1nnc(SCc2nc3ccccc3[nH]2)n1C
-30.6,48.4,Cc1cccc(-n2c(C)nc3c(cnn3-c3ccc(F)cc3)c2=O)c1
2.9,19,CCS(=O)(=O)Nc1ccc(C(=O)CC2(O)C(=O)Nc3ccccc32)cc1 (stereo unspecified)

Next records
SMILES	Htt clearance	Htt clearance grain fraction
Cn1nnnc1SCc1nc2ccccc2[nH]1	-30.8	44.3
COc1ccccc1N1CCN(C(=O)COc2ccc(C)cc2Br)CC1	-31.8	25.2
CSCC[C@H](NC(=O)OC(C)(C)C)C(=O)N1CCC(C(=O)N[C@H](C(=O)O)C(C)C)CC1	-114.5	64.6
CCCCc1nnc(NC(=O)CSc2nc(=O)cc(N)n2-c2ccccc2)s1	23.1	28.7
COc1cccc(C(=O)/C=C/Nc2cccc(O)c2)c1	20.4	17.9
Cc1nc(-c2ccccc2)sc1C(=O)/C=C/c1ccccc1	3.1	29.5
COc1ccccc1C(=O)N(Cc1ccco1)C1CCS(=O)(=O)C1 (stereo unspecified)	38.8	20.5
N#CCC(=O)NCC1(c2ccccc2)CCCC1	-5.2	21.1
CC(NC(=O)Cc1cccs1)c1ccc2c(c1)OCO2 (stereo unspecified)	-37.6	25.4
COC(=O)CSC1=C(C#N)C(c2ccsc2)CC(=O)N1 (stereo unspecified)	40.6	10.9
CCOC(=O)CSc1nc(N)c(C#N)c(-c2ccc(OC)cc2)c1C#N	-40.9	51.9
Cc1cccc(C)c1NC(=O)CSc1nc(COc2ccccc2)nc2ccccc12	-60.2	61.6
O=C(Cn1nnc(-c2ccc(CN3CCOCC3)cc2)n1)Nc1nc(-c2ccccc2)cs1	-2.7	21.2
CCCCn1c(-c2ccccc2)nc2c(=O)n(C)c(=O)[nH]c21	-5.6	22.1
O=C(Nc1c(F)cc(F)cc1Br)c1ccco1	-0.1	21.5
CC12CCC(C(=O)NCc3ccc4c(c3)OCO4)(C(=O)C1=O)C2(C)C (stereo unspecified)	16.6	19.5
O=C(CNC(=O)c1ccco1)OCC(=O)c1ccc2c(c1)CCCC2	-12.2	50.1
O=S(=O)(Cc1ccccc1)/C1=C(\N2CCOCC2)CCCCCC1	-36.0	45.5
CC1(CCc2ccc3c(c2)OCO3)NC(=O)c2ccccc2N1 (stereo unspecified)	16.6	15.4
O=C(CCc1ccccc1)Nc1cccc(-c2nnc(-c3ccco3)o2)c1	54.9	9.6
CC(C)C(CC(=O)NCc1ccco1)c1ccco1 (stereo unspecified)	37.9	13.1
CNc1nnc(CSc2nc3ccccc3s2)s1	-37.4	25.7
O=C(Nc1cccc(C(F)(F)F)c1)c1cccnc1	-62.2	31.5
O=C(CCC(=O)OCc1ccc(Cl)cc1)Nc1cccc([N+](=O)[O-])c1	17.4	25.8
CCCCC(CC)C(=O)Nc1ccccc1C(=O)NC(C)C (stereo unspecified)	52.2	7.81
COC(=O)c1c(NC(=O)c2cccs2)sc2c1CCCC2	-18.1	45
O=C(C1=C(O)C(=O)N(CCN2CCOCC2)C1c1ccccn1)c1cccs1 (stereo unspecified)	10.1	16.9
CCOC(=O)c1sc(N2C(=O)C(O)=C(C(=O)c3ccco3)C2c2ccccc2)nc1C (stereo unspecified)	-13.6	44.3
CC(C)(C)c1cnnn1-c1ccc(C=O)cc1	14.7	15
Cc1csc(SCC(=O)Nc2ccccn2)n1	-2.7	38.4
Cc1cccc2c1CC(C)(C)N=C2C1=C(O)CC(C)(C)CC1=O	-41.7	54.8
COc1ccc2c3c(c(=O)oc2c1OCC(=O)C(C)(C)C)CCCC3	-3.3	20.5
O=C(Nc1ccccc1)N1CCN(c2ccccn2)CC1	-65.2	62.2
C=C(C)COc1ccc(-c2nc(N)ncc2-c2ccc(OC)cc2)c(O)c1	-20.9	23.6
CCOC(=O)c1ccc(-n2c(N)c(C(=O)NCc3ccco3)sc2=S)cc1	-31.6	48.8
Cc1ccc(Nc2nc(N)nc(CN3CCCCCC3)n2)c(C)c1	-2.8	20.1
O=C(NC1CCCC1)c1sc(=S)n2c1[nH]c(=O)c1ccccc12	-5.6	35.1
O=C(NCc1ccccc1)c1ccc2c(c1)C(=O)N(CC1CCCO1)C2=O (stereo unspecified)	51.0	21.3
CC1(C)CC2CC(C)(CN2CC(=O)C(C#N)c2ccccc2)C1 (stereo unspecified)	8.1	26.3
Cc1c(Br)cc(C(=O)NCCCN2CCOCC2)c(C)c1C	7.9	37.5
CCOc1ccc(CNC23CN4CN(CN(C4)C2)C3)cc1	-33.1	46.6
O=C(CN1C(=O)CSC1=O)c1ccccc1	-24.9	43
OC(CN1CCCCC1)CN(c1ccccc1)c1ccccc1 (stereo unspecified)	63.0	7.7
Cc1c(NC(=O)CSc2nncc3ccccc23)c(=O)n(-c2ccccc2)n1C	-35.8	26.2
CN(C(=O)c1ccc(NC(=O)C2CC=CCC2C(=O)O)cc1)c1ccccc1 (stereo unspecified)	-5.8	20.6
Cc1ccccc1-n1nnnc1Sc1nnnn1-c1ccccc1	9.3	19.2
O=C(NCCc1c[nH]c2ccccc12)C1CCN(c2nnc(N3CCCC3=O)s2)CC1	19.6	15.7
CC(=O)C1C(c2ccncc2)NC(=O)NC1(O)C(F)(F)F (stereo unspecified)	-61.6	30.8

Rewritten comma-delimited: 5 of the compounds above
structure,Htt clearance,Htt clearance grain fraction
COc1ccccc1-c1nnc(SCc2nc3ccccc3[nH]2)n1C,6.8,18.1
Cc1cccc(-n2c(C)nc3c(cnn3-c3ccc(F)cc3)c2=O)c1,-30.6,48.4
CCS(=O)(=O)Nc1ccc(C(=O)CC2(O)C(=O)Nc3ccccc32)cc1 (stereo unspecified),2.9,19
COc1ccc(-c2cn3nc4c(nc3n2)CCCC4)cc1,4.7,21.5
O=C(CCn1cnc2ccccc2c1=O)Nc1ccc2c(c1)OCCO2,-61.5,26.1

Next records follow.
SMILES	Htt clearance	Htt clearance grain fraction
CCOC(=O)COc1ccc(Oc2nc(C)cc(OC)n2)nn1	-11.2	40.8
CCNC(=O)CN(c1ccc(OC)c(OC)c1)S(=O)(=O)c1ccccc1	-23.0	21.9
COC(=O)c1cn(CC(=O)NC2CCCCC2)c2ccccc12	-2.6	21.4
COc1ccc(NC(=O)CNS(=O)(=O)c2cccs2)c(OC)c1	26.9	14.2
CCC1S/C(=N/C(=O)NC2CCCCC2)NC1=O (stereo unspecified)	21.9	15.2

Source: PubChem (Columbia University Molecular Screening Center)
